12-LOX inh = blocks human arachidonate 12S-lipoxygenase. P18054. Potency, µM (doses to about 108 µM), without a hit: at the top dose activity change, negative = inhibition, usual class: inhibitors. 580,000 tested, 1.1% active. purified 12hLO, xylenol orange hydroperoxide absorbance; also: potency is read from the fitted curve at half-maximal effect; % is scaled to controls: 0 for no effect and ±100 for the full control effect
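Hydroperoxide product was detected by ferrous iron/xylenol orange as the 573 to 405 nm absorbance ratio. Arachidonic acid at 40 uM (final) was turned over for 30 min at room temperature by 150 nM human 12hLO, pH 7.0 Hepes buffer, after 15 min compound preincubation.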
Apoferritin bind = candidate novel general anesthetic via apoferritin binding. Potency, µM (doses to about 77.5 µM), inactives show at the highest dose activity change, negative = displacement, actives largely listed as inhibitors. 350,000 tested, 0.074% active. apoferritin/1-aminoanthracene competitive binding, fluorescence. AID 485281; also: potency is read from the fitted curve at half-maximal effect; % is scaled to controls: 0 for no effect and ±100 for the full control effect; nearly all actives have a fitted effect of over 20% in size
Target sequence (P02791 2-175 limits assumed): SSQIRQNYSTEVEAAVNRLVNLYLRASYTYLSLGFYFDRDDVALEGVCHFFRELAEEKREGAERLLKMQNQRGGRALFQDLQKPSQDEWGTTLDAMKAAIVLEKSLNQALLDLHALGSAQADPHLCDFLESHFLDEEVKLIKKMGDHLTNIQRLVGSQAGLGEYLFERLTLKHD
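Apoferritin-based anesthetic binding model; compound displacement of fluorescent 1-AMA measured as endpoint fluorescence after 10 minutes at room temperature, scaled to free-ligand and complex controls.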
POLB inh = DNA polymerase beta (human) inhibition; P06746; Pol beta primer extension/strand displacement, fluorescence kinetic; Potency, µM (top dose mostly 114 µM), inactives show at the highest dose activity change, negative = inhibition, most hits filed as inhibitors; 340,000 tested, 1.3% active; AID 485314; also: potency is read from the fitted curve at half-maximal effect; % is scaled to controls: 0 for no effect and ±100 for the full control effect
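Pol beta (10 nM) was preincubated with compound for 15 min at room temperature. The reaction was then started with 50 nM substrate and read immediately and after a further 10 min at room temperature.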
POLH inh = DNA polymerase eta (human) inhibition; Q9Y253; recombinant Pol eta, fluorescent DNA replication assay; Potency, µM (doses to about 114 µM), for inactives: top-dose activity change, negative = inhibition, actives largely listed as inhibitors; 390,000 tested, 1.2% active; also: potency is read from the fitted curve at half-maximal effect; % is scaled to controls: 0 for no effect and ±100 for the full control effect
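Pol eta (10 nM) was preincubated with compounds for 15 min at room temperature, after which fluorescent replication substrate (50 nM final) was added to start the reaction. Fluorescence was read kinetically at 0 and 10 min.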
ERG-DNA inh = blocks human ERG Ets domain binding to DNA. P11308. fluorescence polarization, His-ERG Ets domain / labelled DNA. Potency, µM (highest dose often 76.9 µM), without a hit: at the highest dose FP activity, negative = inhibition, hits mostly inhibitors. 370,000 tested, 0.028% active; active = well fitted inhibition curve with a large enough effect in the polarisation, with a control signal flat; inconclusive = small, poorly fitted or top-dose-only effect, or effect the other way, or a change in a side signal; inactive = no such curve, though single readings can be large or run the other way; the % refers to the polarisation;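 also: polarization taken with two DNA probes labelled with fluorescein and Texas red; potency is read from the fitted curve at half-maximal effect; % of control where 0% means no effect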
Target sequence (P11308 whole entry, looked up, the tested form may be a part): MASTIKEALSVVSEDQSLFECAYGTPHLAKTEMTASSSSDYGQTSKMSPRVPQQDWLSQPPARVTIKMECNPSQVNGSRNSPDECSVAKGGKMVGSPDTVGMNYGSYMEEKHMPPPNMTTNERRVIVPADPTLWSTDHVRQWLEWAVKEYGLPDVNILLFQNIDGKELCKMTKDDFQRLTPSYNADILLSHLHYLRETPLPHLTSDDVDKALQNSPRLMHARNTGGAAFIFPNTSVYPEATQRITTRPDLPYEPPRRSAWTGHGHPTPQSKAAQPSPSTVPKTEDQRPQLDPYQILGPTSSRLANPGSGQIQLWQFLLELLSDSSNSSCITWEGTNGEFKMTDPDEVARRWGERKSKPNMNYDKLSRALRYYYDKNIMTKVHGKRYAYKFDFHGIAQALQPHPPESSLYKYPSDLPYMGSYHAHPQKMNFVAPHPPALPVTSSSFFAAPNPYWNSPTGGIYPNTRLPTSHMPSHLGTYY
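His-tagged ERG Ets domain (1 uM in the protein solution; 300mM KCl, 50mM Tris-HCl, 1mM EDTA, 1mM DTT, pH 7.5) received compound, then a probe mix of 5 nM fluorescein-DNA and 100nM Texas-615-DNA. Fluorescence polarization was read for both dyes.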
Pol kappa inh = blocks human DNA polymerase kappa activity. Q9UBT6. purified Pol kappa, fluorescent DNA synthesis assay, 10 min. Potency, µM (highest dose often 107 µM), for inactives: top-dose activity, negative = inhibition, most hits filed as inhibitors. 400,000 tested, 0.53% active; also: potency is read from the fitted curve at half-maximal effect; % is scaled to controls: 0 for no effect and ±100 for the full control effect
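First, compounds were pin-transferred onto 10 nM Pol kappa. After 15 min at room temperature, substrate was added to 50 nM final. Fluorescence was then measured kinetically at 0 and 10 min.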
RGS4 inhibitor = inhibitors of human regulator of G protein signaling 4. P49798. Transcreener GDP fluorescence polarization, RGS4-accelerated GTP hydrolysis. Potency, µM (series often up to 114 µM), for the others: at the highest dose activity change, negative = inhibition, usual class: inhibitors. 390,000 tested, 0.039% active; also: potency is read from the fitted curve at half-maximal effect; % is scaled to controls: 0 for no effect and ±100 for the full control effect; nearly all actives have a fitted effect of over 75% in size; some results filed as inactive show a strong effect at the top dose
Target sequence (P49798 whole entry, looked up): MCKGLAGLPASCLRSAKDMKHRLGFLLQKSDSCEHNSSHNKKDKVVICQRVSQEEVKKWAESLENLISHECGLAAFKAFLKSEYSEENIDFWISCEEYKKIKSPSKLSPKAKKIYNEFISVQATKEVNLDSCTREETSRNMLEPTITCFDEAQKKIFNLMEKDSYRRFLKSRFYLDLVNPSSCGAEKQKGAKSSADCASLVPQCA
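MLSMR compounds (23 nl, pin-transferred) preincubated 10 min at room temperature with a 500nM (2x) first reagent, then RGS4 at 900nM (2x) plus Transcreener GDP mix added; fluorescence polarization (620/688 nm) read before and after 90 min at 30 °C.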
APE1 inh = APE1 (human) endonuclease inhibition | P27695 | recombinant APE1, TAMRA/BHQ-2 abasic DNA cleavage fluorescence | Potency, µM (top dose mostly 65.8 µM), inactives show at the top dose activity change, negative = inhibition, actives largely listed as inhibitors | 350,000 tested, 0.35% active | AID 2517;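 also: potency is read from the fitted curve at half-maximal effect; plate controls were vehicle for no effect and reference inhibitor for full effect; nearly all actives have a fitted effect of over 55% in size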
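Incision of a quenched TAMRA/BHQ-2 THF abasic-site duplex (50 nM) by 0.75 nM APE1, after 15 min compound preincubation, measured as fluorescence increase over three 60 s reads. Values normalized to buffer, DMSO and NSC13755 control wells.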
LDHA block = inhibitors of human lactate dehydrogenase A | P00338 | purified LDHA, NADH/diaphorase-resazurin fluorescence; hits give low values | activity change, % (values are at about 110 or 230 µM) | 480,000 tested, 0.15% active | AID 1347041; in the data active = activity change below about -30%; inconclusive = mostly about -25% to -30%;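 also: plate controls were DMSO wells for no effect and wells without enzyme for full effect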
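Remaining NADH was detected by diaphorase (0.133 mg/mL) converting 37 µM resazurin to fluorescent resorufin, read at 0 and 20 minutes. The preceding 5-minute room-temperature reaction used 2 nM LDHA, 0.2 mM sodium pyruvate and 0.06 mM NADH at pH 7.4.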
Active calls of the source: *; u = inconclusive; x = not tested or not shown; [ ] = another dose, or the depositor's remark. Unless noted, calls follow the shape of the dose curve; as a rule, active = well fitted curve in the direction sought with a large enough effect; inconclusive = small, poorly fitted or top-dose-only effect, or another doubt; inactive = no such curve, though single readings can be large; an effect the other way counts as inactive or inconclusive.

SMILES	12-LOX inh	Apoferritin bind	POLB inh	POLH inh	ERG-DNA inh	Pol kappa inh	RGS4 inhibitor	APE1 inh	LDHA block
CCOc1ccc2[nH]c(=O)c(CN(CCCO)S(=O)(=O)c3ccc(F)cc3)cc2c1	-11%	-15%	9%	-19%	6%	-11%	-7%	3%	1
O=C(Cc1ccc([N+](=O)[O-])cc1)Nc1cccc(C(=O)N2CCCC2)c1	-17%	x	x	-3%	15%	-7%	-10%	1%	-6
Cc1cc(OCC(=O)NNC(=O)c2cnccn2)cc(C)c1Cl	416%[activator]	-16%	3%	-21%	-18%	2%	4%	-2%	0
COc1ccc(NC(=O)c2ccc3ncsc3c2)cc1	-8%	10%	6%	-10%	1%	-19%	-3%	-5%	-4
COc1ccc([C@H]2[C@H](C(C)=O)N3N=Cc4ccccc4C3C23C(=O)OC(C)(C)OC3=O)cc1 (some centres undefined)	-27%	-5%	-7%	-13%	16%	-6%	-18%	6%	-2
CCc1cccc(C)c1NC(=O)CN1C(=O)NC(C)(CCC(C)C)C1=O (centres undefined)	-2%	x	x	-14%	2%	-15%	8%	17%	-6
O=C(NC1CCS(=O)(=O)C1)c1cccc(Br)c1 (centres undefined)	u	x	x	-3%	-1%	-16%	-10%	7%	-4
COc1ccc(NC(=O)CCSc2nc(C)cs2)cc1	9%	6%	16%	-17%	-4%	-13%	-12%	-9%	2
O=C(Nc1ccccc1Cl)C1CC(=O)N(c2ccccc2)C1 (centres undefined)	0%	-15%	11%	10%	-2%	-3%	9%	7%	-13
Cc1ccc(NC(=O)Cn2nc(C)c3nn(-c4ccc(Cl)cc4)c(C)c3c2=O)cc1C	u	2%	17%	-4%	0%	-4%[60.1 µM]	-3%	x	-3

Shown with values under each structure: part of the list above.
Screens in order – 12-LOX inh, Apoferritin bind, POLB inh, POLH inh, ERG-DNA inh, Pol kappa inh, RGS4 inhibitor, APE1 inh, LDHA block
- CCc1cccc(C)c1NC(=O)CN1C(=O)NC(C)(CCC(C)C)C1=O (centres undefined)
→ -2%, x, x, -14%, 2%, -15%, 8%, 17%, -6
- O=C(NC1CCS(=O)(=O)C1)c1cccc(Br)c1 (centres undefined)
→ u, x, x, -3%, -1%, -16%, -10%, 7%, -4
- COc1ccc(NC(=O)CCSc2nc(C)cs2)cc1
→ 9%, 6%, 16%, -17%, -4%, -13%, -12%, -9%, 2

Remaining list, next part:
SMILES	12-LOX inh	Apoferritin bind	POLB inh	POLH inh	ERG-DNA inh	Pol kappa inh	RGS4 inhibitor	APE1 inh	LDHA block
Cc1nn(-c2cccc(C(F)(F)F)c2)c(Cl)c1/C=N/n1cnnc1	4%	u	9%	-11%	2%	-6%	10%	u	-1
CCN(CC)C(=O)[C@H]1C[C@H](CC(=O)NCCCOC)C(=O)N2CCc3c([nH]c4cc(-c5ccco5)ccc34)[C@]12C	-16%	x	x	-9%	-3%	-9%	u	-8%	-12
CC(C(=O)NCc1ccc(F)cc1)n1ccc2cc(S(=O)(=O)N3CCCC3)ccc21 (centres undefined)	-8%	-13%	-1%	-2%	-2%	-12%	30%	-3%	-1
CC1CCc2sc(-c3n[nH]c(=S)o3)cc2C1 (centres undefined)	u	-16%	-3%	-7%	0%	-1%	-26%	-3%	0
Cn1c(=O)[nH]c(=O)c2c1nc(SCC(=O)O)n2CCc1ccccc1	u	-15%	8%	-11%	7%	1%	-33%	5%	-3
CCc1ccc(NC(=O)C2CCC(CNC(=O)[C@@H]3Cc4ccccc4CN3)CC2)cc1 (some centres undefined)	-3%	-12%	0%	1%	9%	-13%	-14%	40%[activator]	-4
Cc1ccccc1Cn1cc(S(=O)(=O)CC(=O)Nc2nccs2)c2ccccc21	14%	-13%	u	-2%	x	-6%[60.1 µM]	2%	-4%	-4
CCCN(C(=O)Cc1coc2cc(C)c(C)cc12)c1c(N)n(Cc2ccccc2)c(=O)[nH]c1=O	-15%	x	x	-10%	3%	-4%	8%	21%	-9
CCC1CCCCN1C(=O)c1ccc2c(c1)C(=O)N(c1ccc(C)cc1)C2=O (centres undefined)	-13%	-9%	39%	-16%	-10%	0%	-21%	-13%	-7
Cc1cc(CN(C)Cc2ccc(OCC(O)CN(C)Cc3ccccc3)cc2)on1 (centres undefined)	0%	-8%	1%	-10%	0%	-11%	-11%	0%	-3
CCN1C(=O)[C@H]2[C@@H](c3ccc(-c4ccc(C(C)=O)cc4)cc3)N3CCCC[C@@]3(C(=O)OC)[C@H]2C1=O	-5%	x	x	-18%	16%	13%	-34%	34%	-2
CCOc1ccc2nc(N3CCCC(C(=O)Nc4ccccc4CC)C3)sc2c1 (centres undefined)	11%	-9%	2%	-13%	1%	0%	11%	x	-5
O=C(NCCc1ccccc1)c1ccc(CSc2nc3cccnc3n2Cc2ccccc2)cc1	1%	-8%	4%	-22%	3%	-15%	u	x	-4
O=C(NCC(=O)N(c1ccccc1)C(C(=O)NC1CCCCC1)c1cccnc1)c1ccco1 (centres undefined)	-9%	-4%	9%	-7%	u	-8%	-23%	34%[activator]	-4
CCOC(=O)c1cc2c(=O)n3ccccc3nc2n(C)c1=NC(=O)c1c(-c2ccccc2Cl)noc1C	-13%	1%	-12%	-11%	-2%	11%	-1%	x	2
O=C1CN(C(=O)COC(=O)CCC(=O)c2ccc3c(c2)OCCO3)c2ccccc2N1	82%[activator]	4%	13%	0%	-8%	-17%	13%[11.4 µM]	u	3
COc1ccc(NC(=O)CCCN2C(=O)CCn3nc(-c4cn(C)c5ccccc45)cc32)cc1OC	-25%	-12%	4%	0%	1%	-13%[60.1 µM]	-9%	x	-2
O=C(Nc1ccc(N2CCOCC2)c(Cl)c1)c1ccc(F)cc1	3%[57.4 µM]	-7%	-1%	-1%	x	4%	-8%	-2%	1
C/C(=N\NC(=O)Cn1cc([N+](=O)[O-])cn1)c1ccco1	5%	-4%	5%	40%[activator]	17%	-8%	25%	0%	0
O=C(O)C1C2C=CC(C2)C1C(=O)NCc1ccc(Cl)c(Cl)c1 (centres undefined)	-5%	u	u	-13%	5%	-6%	-5%	-7%	-7
Cc1nc2nc(SCC(=O)NCc3ccccc3)nn2c(C)c1Cc1ccccc1Cl	-8%	u	13%	-2%	0%	5%	0%	x	5
COc1ccc(C(=O)C2CCCN(Cc3cnc(N4CCOCC4)s3)C2)c(OC)c1 (centres undefined)	-1%	-9%	19%	5%	6%	-8%	5%	-1%	-1
Cc1nn(CC(=O)NCc2ccc(OC(C)C)cc2)c(=O)c2cc3occc3n12	-2%	-23%	u	x	x	x	x	4%	x
O=C(O)CCSc1nc2ccccc2n1-c1ccccc1	-1%	10%	10%	-9%	7%	5%	0%	-1%	-8
CCOc1ccc(NC(=O)c2oc3ccccc3c2NC(=O)Cc2cccs2)cc1	-15%	-9%	1%	-17%	3%	3%	2%	x	-1
CC(C)(C)Cc1nnc(NC(=O)CCc2ccccc2)s1	-1%	-13%	9%	-10%	9%	-5%	1%	14%	0
CC(C)(C)c1ccc(C(=O)c2c[nH]c(C(=O)NCc3ccco3)c2)cc1	63%[activator]	-14%	-1%	u	4%	-17%	9%[11.4 µM]	-5%	-6
COc1cccc(NC(=O)CN(C)C(=O)CNC(=O)c2ccccc2F)c1	12%	-12%	14%	-22%	-7%	9%	12%	-4%	-7
CC1CN(C2=N/C(=C/c3ccc4c(c3)OCO4)C(=O)N2)CC(C)O1 (centres undefined)	u	-5%	9%	-9%	-9%	-1%	18%	19%	0
O=C(N/C(=C\c1cccc(Br)c1)C(=O)N1CCOCC1)c1ccco1	-6%	-9%	17%	11%	2%	-5%	36%	1%	u
COc1c(C)cc(C(=O)C2CCCN(S(=O)(=O)N(C)C)C2)cc1C (centres undefined)	3%	u	9%	-5%	5%	-21%	-32%	-5%	-6
COc1ccc(CC(=O)NCc2n[nH]c(=S)n2-c2ccc(Br)cc2)cc1	-27%	-6%	-22%	8%	-6%	-7%	u	6%	-6
CC1CC(=S)Nc2ccccc2N1Cc1ccccc1 (centres undefined)	45µM*	-8%	1%	-19%	0%	-12%	-2%	2%	-8
COc1ccc(/C=N/NC(=O)Cn2cnc3c2c(=O)n(C)c(=O)n3C)cc1	0%	-6%	2%	-6%	-1%	-3%	11%	0%	-22
C/C(CC(=O)NCc1ccccc1)=N\NC(N)=S	-24%	-5%	3%	-15%	0%	0%	-13%	-6%	-12
C1=C(c2ccccc2)CCN(c2nc3ccccc3n3cnnc23)C1	u	-18%	7%	-15%	10%	-10%	u	-9%	-3
Cc1cc(C)c(NC(=O)C2CC(=O)N(C3CCCC3)C2)c(C)c1 (centres undefined)	2%	x	x	-6%	0%	-6%	4%	-11%	-8
Cc1ccc(NC(=S)NCc2cccs2)c(C)c1	0%	-10%	-10%	-12%	6%	-12%	-27%	-2%	-5
CC(CNCC1CCCO1)COc1ccccc1 (centres undefined)	-39%	-17%	-9%	4%	9%	-3%	-19%[11.4 µM]	0%	-16
COc1ccc(S(=O)(=O)Nc2cccc(-c3ccc(N4CCOCC4)nn3)c2)cc1F	-14%	-11%	11%	-22%	0%	-17%[60.1 µM]	-20%	x	-5
CC(C)Cc1ccc(S(=O)(=O)N2CCN(c3ccccn3)CC2)cc1	0%	-3%	16%	-9%	0%	-10%	7%	12%	-10
COc1ccccc1Cn1c(SCC(N)=O)nc2c(oc3ccccc32)c1=O	-4%	-9%	-8%	6%	-6%	-2%[60.1 µM]	7%[11.4 µM]	-1%	-3

Assay outcomes (PubChem BioAssay)

An excerpt (hit frequency here may not be typical).
